Assay outcomes as filed in PubChem BioAssay.
FadD28 FP inh: inhibitors of FadD28 bisubstrate probe binding, primary screen, biochemical, fluorescence polarization, single point; Mycobacterium tuberculosis FadD28 fatty-acid-AMP ligase; inhibition, % at 12.5 µM; actives 0.22% (n = 360,000); in the data active means inhibition above about 8.5%, passing the limit was not always enough; inconclusive means no clear call, values can overlap the other calls
BoNT F protease: BoNT/F light chain protease inhibitors, primary screen, biochemical, flow cytometry, MLPCN library; actives 0.22% (n = 360,000); Botulinum neurotoxin type F light chain protease (Clostridium botulinum); AID 588497, 2011; Multiplex microsphere protease cleavage assay; inhibition, % at 10 µM; in the data active means inhibition above about 35%, passing the limit was not always enough; inconclusive means no clear call, values can overlap the other calls; further: plate controls were buffer without enzyme for full effect and enzyme alone for no effect
PrPC TRFRET: inhibitors of human cell surface prion protein PrPC, primary screen, cell-based, TR-FRET | TR-FRET read-out | inhibition, % at 13.8 µM | Major prion protein (Homo sapiens), P04156 | actives 0.43% (n = 370,000); in the data active means inhibition above about 24%; further: 0% = median of the test wells and 100% = reference compound wells
BioA inh: M. tuberculosis BioA enzyme inhibitors, primary screen, biochemical, plate reader, single point, HTS | actives 0.096% (n = 360,000) | 7,8-diaminopelargonic acid synthase BioA (Mycobacterium tuberculosis) | inhibition, % at 9.99 µM | purified M. tuberculosis BioA enzyme; in the data active means inhibition above about 40%; inconclusive means no clear call, values can overlap the other calls
BoNT-A LC inh2: BoNT/A light chain protease inhibitors, primary screen, biochemical, flow cytometry, MLPCN library; Botulinum neurotoxin type A light chain protease (Clostridium botulinum A str. ATCC 3502); multiplex microsphere protease substrate cleavage; inhibition, % at 10 µM; actives 0.17% (n = 360,000); AID 588499, 2011; in the data active means inhibition above about 30%; inconclusive means no clear call, values can overlap the other calls; further: plate controls were buffer without enzyme for full effect and enzyme alone for no effect
CCHF vOTU inh: CCHFV vOTU protease inhibitors, primary screen, biochemical, Pep-AMC substrate, fluorescence. Crimean-Congo hemorrhagic fever virus L polyprotein viral ovarian tumor (vOTU) protease …. inhibition, % at 11.5 µM. actives 0.55% (n = 370,000); further: 0% = vehicle wells with enzyme and 100% = no enzyme wells
GDH-TPI inh: GDH-TPI coupling enzyme inhibitors, primary screen, artefact control for M. tuberculosis FBA inhibitor project, biochemical, absorbance, full deck | GDH-TPI coupled enzyme counterscreen, NADH absorbance | inhibition, % at 4.8 µM | actives 1.2% (n = 360,000);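 further: 0% = DMSO wells and 100% = wells lacking the enzyme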
UGM FP inh: M. tuberculosis UGM enzyme inhibitors, primary screen, biochemical, fluorescence polarization, single point. purified UGM, fluorescence polarization probe displacement. AID 504406, 2011. UDP-galactopyranose mutase (Mycobacterium tuberculosis (strain ATCC 25618 / H37Rv)), …. actives 0.06% (n = 320,000). inhibition, % at 10 µM; in the data active means inhibition above about 10%, passing the limit was not always enough; inconclusive means no clear call, values can overlap the other calls
Target sequence (P9WIQ1 whole entry, looked up): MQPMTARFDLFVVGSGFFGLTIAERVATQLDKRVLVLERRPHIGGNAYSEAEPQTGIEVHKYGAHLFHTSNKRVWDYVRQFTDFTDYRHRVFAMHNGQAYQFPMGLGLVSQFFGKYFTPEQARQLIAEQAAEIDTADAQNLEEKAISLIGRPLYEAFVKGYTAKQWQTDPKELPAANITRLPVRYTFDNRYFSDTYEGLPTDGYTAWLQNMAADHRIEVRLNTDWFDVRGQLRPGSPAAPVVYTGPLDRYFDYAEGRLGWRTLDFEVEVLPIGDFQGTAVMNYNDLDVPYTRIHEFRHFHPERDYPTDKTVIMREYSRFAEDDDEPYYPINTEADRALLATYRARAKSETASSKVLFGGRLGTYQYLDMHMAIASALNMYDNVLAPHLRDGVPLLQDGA
FBA Mtb inh: Mtb FBA enzyme inhibitors, primary screen, biochemical, fluorescence, strain H37Rv | inhibition, % at 1 µM | actives 2.3% (n = 360,000) | purified M. tuberculosis FBA, fluorescence read-out; in the data active means inhibition above about 27%;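 further: 0% = vehicle and 100% = reference inhibitor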
Target sequence (P9WQA3 whole entry, looked up): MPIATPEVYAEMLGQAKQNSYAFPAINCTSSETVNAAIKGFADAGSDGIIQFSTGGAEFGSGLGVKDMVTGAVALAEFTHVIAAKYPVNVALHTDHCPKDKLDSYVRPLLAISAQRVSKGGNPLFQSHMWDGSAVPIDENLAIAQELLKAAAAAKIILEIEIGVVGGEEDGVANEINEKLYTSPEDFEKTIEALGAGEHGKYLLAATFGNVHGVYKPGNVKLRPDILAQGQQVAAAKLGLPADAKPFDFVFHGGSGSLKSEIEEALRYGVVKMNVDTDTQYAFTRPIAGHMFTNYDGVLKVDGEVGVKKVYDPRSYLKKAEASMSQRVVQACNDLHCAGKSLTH
* = called active by the depositor; u = inconclusive; x = not tested or not shown. Unless noted, no stated cut-off is given here; in the data, active means inhibition above about 30%; inactive means the rest.

Molecule	FadD28 FP inh	BoNT F protease	PrPC TRFRET	BioA inh	BoNT-A LC inh2	CCHF vOTU inh	GDH-TPI inh	UGM FP inh	FBA Mtb inh
CC(OC(=O)CCCN=C1NS(=O)(=O)c2ccccc21)C(=O)N(C)c1ccccc1 (stereo not drawn)	0.3	-1	8	-2.6	1.9	6	4	-2.4	4
CC(C)(C#CCN1CCCCC1)OCCOC(c1ccccc1)c1ccccc1	-2.1	-5	9	x	-0.6	6	0	-1.6	1
CCOn1c(=O)c(-c2ccccc2)[n+]([O-])c2ccccc21	-2.0	12	-36	-2.1	0.3	-15	13	-2.6	4
COc1ccc2cc1Oc1ccc(cc1)CC1c3c(cc(OC)c4c3Oc3cc5c(cc3O4)CCNC5C2)CCN1C (stereo not drawn)	-4.0	-2	x	-0.1	-1.4	x	3	0.6	2
FC(F)(F)c1cc(NC2CCCCC2)ccn1	x	4	8	-2.7	-1.1	10	7	-2.5	4
Cc1nc2c(C(=O)NCc3ccccc3)c[nH]n2c(=O)c1Cl	-2.3	7	2	x	5.4	2	9	7.0	7
COc1ccccc1CN1CC(C(=O)NCc2ncccc2C)CCC1=O (stereo not drawn)	1.1	4	2	-0.8	0.3	-9	9	-1.0	1
CCC(C)[C@H](NS(=O)(=O)c1ccc(C)cc1)C(=O)N1CCC(C(=O)N[C@H](C(=O)O)c2ccccc2)CC1 (stereo partly drawn)	-3.2	-5	7	-1.3	-1.0	-1	-1	0.5	-1
CC(C)NC(=S)N1CCN(Cc2ccc3c(c2)OCO3)CC1	-3.1	-7	-6	x	-0.6	9	2	5.3	-4
COc1cccc(CNC(=O)Cn2ccc3cc(S(=O)(=O)N4CCCCCC4)ccc32)c1OC	-0.4	-3	2	-0.6	-1.0	2	7	-2.1	0
Cc1cc(-c2ccc(C)c(S(=O)(=O)Nc3cc(C)on3)c2)on1	-0.9	6	0	-1.6	-0.2	11	-1	0.4	2
Cc1cccc(C)c1NC(=O)CCS(=O)(=O)c1cccc2nonc12	-4.2	-13	-37	x	-1.5	7	3	0.8	0
O=C(c1ccccc1)c1cnc[nH]1	-0.9	-5	6	-0.3	1.1	17	10	1.4	-2
Cc1cc(=O)oc(C)c1C(=O)N1CCN(C)CC1	-0.6	-9	6	-0.8	-0.4	2	-1	2.3	1
O=C(CN1C(=O)C2CC=CCC2C1=O)N1CCN(S(=O)(=O)c2ccccc2)CC1 (stereo not drawn)	-0.2	-5	12	0.2	-1.2	-1	2	0.6	0
Cc1ccc2cc(CCNC(=O)C(C)(C)C)c(=O)[nH]c2c1	0.7	-6	7	-2.2	-0.4	8	12	-1.9	8
CCOc1ccc(NC(=O)C2C3c4ccccc4C(c4ccccc43)C2C(=O)O)cc1 (stereo not drawn)	-0.2	-5	-10	x	0.6	6	8	0.1	9
O=C(c1cc(Br)c[nH]1)N1CCCCC1	x	4	-7	-1.4	1.1	3	-5	-0.1	0
O=C(c1ccc(F)cc1)c1c[nH]c(C(=O)NCc2cccnc2)c1	-0.3	0	3	-2.0	-0.7	4	1	-1.3	0
O=C(Nc1ccc(F)cc1)Oc1ccc[nH]c1=O	-0.5	u	11	1.9	-2.9	3	1	-2.5	-1
CCOC(=O)N1CCC2(CC1)C(C(=O)C13CC4CC(CC(C4)C1)C3)C2(C#N)C#N (stereo not drawn)	-0.5	5	-8	0.0	0.1	7	-3	-0.5	4
Cc1ccc(C(=O)Oc2ccc(Cl)c3cccnc23)cc1[N+](=O)[O-]	-0.1	x	5	-0.3	x	0	4	-2.0	1
CCCCCn1c(CN2CCN(Cc3ccccc3)CC2)nc2c1c(=O)n(C)c(=O)n2C	-0.2	7	-2	1.0	4.6	3	10	0.0	4
COc1cccc(/C=C2\SC(N3CCC(C)CC3)=NC2=O)c1OC	0.0	-8	-9	1.9	-5.3	6	20	0.0	3
O=C(N/N=C/c1c[nH]c2ccccc12)c1cccs1	-2.4	-4	-2	0.8	0.1	-3	25	-0.1	2
COc1ccc(C(=O)OCC(=O)NC23CC4CC(CC(C4)C2)C3)c(O)c1	-0.1	-4	1	0.0	0.3	8	0	x	0
COc1cc(OC)cc(C(=O)Nc2ccc(C(=O)NCC3CCCO3)cc2)c1 (stereo not drawn)	-2.8	u	-2	0.7	-2.5	7	-7	1.5	2
Cc1ccc([C@H]2C[C@@H](n3cc(-c4ccc(F)cc4)nn3)[C@H](O)CN2Cc2cccs2)cc1	-4.0	-2	0	-0.7	0.4	1	-5	x	0
COc1ccc(S(=O)(=O)NCc2ccc(C(=O)N(C)Cc3ccco3)cc2)cc1	-3.8	2	-2	x	0.2	9	8	-0.1	-2
O=C(Nc1ccccn1)C1CCN(S(=O)(=O)c2ccc3c(c2)OCCCO3)CC1	0.8	7	3	x	3.7	-8	-5	x	-1

Compounds shown so far that have a thiophene ring, fused or not, in the order listed:
Molecule	FadD28 FP inh	BoNT F protease	PrPC TRFRET	BioA inh	BoNT-A LC inh2	CCHF vOTU inh	GDH-TPI inh	UGM FP inh	FBA Mtb inh
O=C(N/N=C/c1c[nH]c2ccccc12)c1cccs1	-2.4	-4	-2	0.8	0.1	-3	25	-0.1	2
Cc1ccc([C@H]2C[C@@H](n3cc(-c4ccc(F)cc4)nn3)[C@H](O)CN2Cc2cccs2)cc1	-4.0	-2	0	-0.7	0.4	1	-5	x	0

Next section.
Molecule	FadD28 FP inh	BoNT F protease	PrPC TRFRET	BioA inh	BoNT-A LC inh2	CCHF vOTU inh	GDH-TPI inh	UGM FP inh	FBA Mtb inh
COc1ccc(C(=O)c2ccc(C)cc2)c(OC)c1OC	-5.8	-2	6	0.0	0.1	1	-11	x	0
Oc1ccc(Nc2nc(-c3ccccc3)nc3ccccc23)cc1	0.3	-10	x	2.8	-1.6	x	13	4.0	1
O=C(/C=C/c1ccco1)NC1CCCC1	-2.4	-3	-4	x	-1.0	-7	-8	1.9	4
COc1ccc(Cl)cc1NS(=O)(=O)c1cccc(C(=O)NCC2(N(C)C)CCCCC2)c1	0.4	7	-12	0.8	-0.5	-7	-6	-2.2	2
CC1CN=C(NCc2ccc(F)cc2)S1 (stereo not drawn)	-4.3	-7	-2	x	-0.1	-11	-3	0.0	-1
CCCn1c(SCC(=O)NCc2ccc(Cl)cc2)n[nH]c1=O	-2.6	-3	-1	1.1	1.9	-4	16	-0.7	15
c1ccc(COc2ccc(CNCc3cccs3)cc2)cc1	-4.5	-15	-4	x	-1.7	-6	-1	2.6	-2
COc1ccc(CNC(=O)C2CC(c3ccc(OC)cc3)=NO2)cc1 (stereo not drawn)	-0.9	-2	0	-0.4	-0.2	-5	7	3.6	0
O=C(NCC1(N2CCCCC2)CCCCC1)c1ccc(S(=O)(=O)N2CCCC2)cc1	-0.8	2	-4	x	0.8	-3	4	6.2	4
CCCCOC(=O)Nc1ccc(N2CCCCC2)cc1	-1.4	-44	9	13	-6.5	16	-2	0.8	-2
COCCNc1nc(-c2ccc(Cl)cc2C)c2sccc2n1	-2.6	-8	6	0.9	-0.1	-69	18	x	69*
Cc1cc(C(=O)Nc2ccccc2C(=O)O)ccc1NC(=O)COc1cccc([N+](=O)[O-])c1	-2.7	-4	-4	2.6	-0.9	6	0	1.7	-1
O=C(NCc1cccs1)NC1CCCCC1	-1.5	-3	11	-2.3	1.4	12	14	-0.8	0
O=C(Nc1ncc(S(=O)(=O)c2ccc([N+](=O)[O-])cc2)s1)c1cccnc1	0.6	6	-8	3.5	-0.5	13	28	2.4	2
COc1ccc(-c2csc(CCn3nc(C)cc3C)n2)cc1	-1.6	-9	11	x	-0.1	5	-5	0.2	3
c1cncc(-c2nn[nH]n2)c1	-1.3	-9	4	-1.4	-0.1	10	5	1.4	2
O=C(O)CP(=O)(O)O	1.1	1	-6	-0.3	-0.6	-4	-2	3.5	13
CCN(CC)c1nc(C(N)=O)cc(-c2ccccc2)n1	-3.1	-5	-3	-1.2	0.2	18	1	2.2	3
Cc1cc(C(=O)N(C)CC(=O)Nc2cccc(F)c2)no1	0.4	-3	4	0.4	3.3	-2	-3	0.9	2
COc1ccc(NC2=CC(=O)CC(c3ccc(C)cc3)C2)c(OC)c1 (stereo not drawn)	-1.1	8	9	5.4	-0.2	11	20	3.2	3
COc1ccc(-n2c(Cc3cccn3C)nnc2SCC(=O)N2CCOCC2)cc1	-0.3	-10	-2	6.7	-0.9	-2	8	-0.3	0
CN1CCc2c(sc3nc(SCC(=O)N4CCCCC4)n(-c4ccccc4)c(=O)c23)C1	-0.8	13	0	-2.2	19	-7	39*	-0.1	21
CC(CCc1ccccc1)NC(=O)c1ccc(F)cc1 (stereo not drawn)	0.0	9	1	-0.7	-0.8	4	2	-2.2	2
CC(C)(C)C1CCN2CCCC(c3ccccc3)(C1)C2=O (stereo not drawn)	x	-4	-5	x	-0.9	3	x	x	x
CCCCCCNC(=O)CC(NS(=O)(=O)c1ccc(OC)cc1)C(C)C (stereo not drawn)	-1.3	-20	-2	x	-0.9	3	-4	1.3	2
COc1ccc(-c2ccc(OC)c([C@H]3[C@H]4C=CC[C@@H](C)[C@@H]4C(=O)N3Cc3ccccc3)c2)cc1C	-2.7	9	-3	-0.5	-0.1	-2	-9	2.2	-3
O=C(Nc1nnc(Cc2ccccc2)s1)c1cccnc1	-0.1	0	10	x	0.2	6	12	x	1
O=C(N/N=C/c1ccc(N2CCOCC2)o1)c1cccc([N+](=O)[O-])c1	-0.2	3	-16	x	0.0	10	20	0.2	-1
COCc1nnc(NC(=O)C2CC(=O)N(C3CCCCC3)C2)s1 (stereo not drawn)	-1.2	-12	0	-1.4	-4.2	-2	-3	-4.0	1
Cc1ccc(NC(=O)CN2C(=O)S/C(=C/c3ccc(O)c([N+](=O)[O-])c3)C2=O)cc1C	31*	1	-7	x	0.2	10	12	x	-8
O=C(Nc1ccc(F)cc1F)Nc1csc2ccccc12	-2.8	-9	0	-0.4	-0.1	10	4	0.4	1
CCOC(=O)C/C(C)=N\Nc1ccc([N+](=O)[O-])cc1[N+](=O)[O-]	-1.2	-3	-23	x	0.0	9	19	0.7	-1
CCN=C1SC(CC(=O)Nc2ccc(C)cc2)C(=O)N1CC (stereo not drawn)	1.3	-17	-1	-1.4	-1.3	16	7	3.5	11
CCOC(=O)CSc1nc2ccccc2c(=O)n1-c1ccc(C(=O)NCCOC)cc1	-0.7	-1	-2	-2.4	0.4	-9	6	1.1	-2
CC(=O)c1ccc(N2CCN(C(=O)COc3ccccc3F)CC2)c(F)c1	-2.9	-12	7	30	-0.1	11	18	-1.7	-4
CCN(CC)C(=O)c1[nH]cnc1C(=O)N[C@@H](C)C(=O)OCc1ccccc1	-0.8	-11	0	-0.1	-0.2	0	3	-2.1	0
Cc1ccc(/C=N/Nc2nnc(Cc3ccccc3)c(=O)[nH]2)o1	0.3	-2	2	x	-0.4	-8	26	-0.1	3
COc1ccc(CN2CCN(C(=O)c3cccc4ccccc34)CC2)c(OC)c1OC	-2.4	6	-2	1.1	1.4	-5	-4	-1.3	2
CC(C)N(C(C)C)S(=O)(=O)c1ccc(NC(=O)c2cnccn2)cc1	-0.1	u	10	2.3	-3.2	-3	-2	-1.0	-1
